# Pyk2 oligo antag = antagonists of Pyk2 self-association, primary screen, Q293 cells, FERM NanoBiT luminescence, HTS. Protein-tyrosine kinase 2-beta (Homo sapiens), Q14289. stronger effect = lower value. z-score (the deposit names both 25 µM and 10 µM). actives 0.83% (n = 99,000). AID 1347419, 2020;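 active means Z-score of -3 or lower, scaled per plate to the spread of control and sample wells; inactive means z-score above -3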;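 further: negative z-score means lost luminescence so less FERM oligomerization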
# PLK1 kinase inh = human PLK1 kinase inhibitors, primary screen, biochemical, TR-FRET; Serine/threonine-protein kinase PLK1 (Homo sapiens), P53350; recombinant PLK1 kinase, TR-FRET peptide phosphorylation; inhibition, % at 10 µM; actives 0.53% (n = 97,000); AID 619, 2007;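 active means inhibition of 50% or more in the single-concentration screen; inactive means inhibition below 50%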;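 further: 0% = DMSO max control and 100% = H-89 dihydrochloride min control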
# LYP act = LYP phosphatase activators, primary screen, biochemical, DiFMUP fluorescence, 2 µM. Tyrosine-protein phosphatase non-receptor type 22 (Homo sapiens), Q9Y2R2. recombinant LYP; 0 = plate median, 100 = signal doubled. activation, % at 2 µM. actives 0.11% (n = 96,000);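 active means activation at 2 µM above a set limit, the mean plus 5 SD, cut at about 37% in these data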
# LYP inh 2 = PTPN22 phosphatase inhibitors, primary screen, biochemical, DiFMUP fluorescence, 2 µM; recombinant LYP catalytic domain; inhibition, % at 2 µM; actives 0.21% (n = 96,000); AID 640, 2007;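 active means inhibition at 2 µM at or above a set limit, the screen mean plus 3 SD, cut at about 24% in these data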;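 further: 0% = DMSO with enzyme and 100% = enzyme fully blocked by orthovanadate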
# PLK1 PBD inh = Plk1 polo box domain binding inhibitors, primary screen, biochemical, fluorescence polarization | Serine/threonine-protein kinase PLK1 (Homo sapiens), P53350 | Plk1 PBD phosphopeptide binding | inhibition, %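 (tested at about 20 µM)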 | actives 0.13% (n = 97,000) | AID 693, 2007; in the data active means inhibition above about 34%, passing the limit was not always enough
# HIV Rev-RRE inh = HIV-1 Rev-RRE binding inhibitors, primary screen, biochemical, FRET, protein-RNA interaction | AID 704, 2007 | Rev peptide-RRE RNA binding | inhibition, % at 8 µM | actives 0.79% (n = 97,000) | P05866;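 active means inhibition above the screen-wide mean plus 3 SD, cut at about 35% in these data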;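 further: 0% = median DMSO wells and 100% = median Neomycin B control wells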
# Target sequence (P05866 whole entry, looked up): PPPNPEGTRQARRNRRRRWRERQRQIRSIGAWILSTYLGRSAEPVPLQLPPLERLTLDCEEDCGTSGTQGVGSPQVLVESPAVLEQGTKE
#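 Assay system: Labelled RRE RNA duplex and labelled Rev peptide | Times: 5 min preincubation and 15 min binding, 25 °C | Detection: FRET, ex 480 nm, em 540 and 671 nm | Evaluation: % inhibition of FRET ratio versus controls | Benchmarks: DMSO wells as 0% and neomycin B wells as 100% inhibition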
# F-actin modifier = modifiers of F-actin cytoskeleton organization, primary screen, imaging, HUVEC, phalloidin staining, high-content imaging. HUVEC TNFa F-actin phalloidin imaging. inhibition, % at 2 µM. actives 0.18% (n = 91,000). AID 836, 2007;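 active means inhibition above the batch mean plus 3 SD and confirmed as a hit by visual image inspection, cut at about 30% in these data, passing the limit was not always enough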; further: strong numbers were not always called active
# EphB4 antag = EphB4-ephrin-B2 interaction antagonists, primary screen, biochemical, TNYL-RAW peptide probe, fluorescence polarization; EphB4 LBD / TNYL-RAW-Alexa532 peptide; actives 0.15% (n = 97,000); inhibition, % at 7 µM; AID 720, 2007;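 active means inhibition above the screen-wide mean inhibition plus 3 SD, cut at about 15% in these data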;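 further: 0% = DMSO wells and 100% = excess unlabeled TNYL-RAW peptide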
# Target sequence (P54760 whole entry, looked up, the tested form may be a part): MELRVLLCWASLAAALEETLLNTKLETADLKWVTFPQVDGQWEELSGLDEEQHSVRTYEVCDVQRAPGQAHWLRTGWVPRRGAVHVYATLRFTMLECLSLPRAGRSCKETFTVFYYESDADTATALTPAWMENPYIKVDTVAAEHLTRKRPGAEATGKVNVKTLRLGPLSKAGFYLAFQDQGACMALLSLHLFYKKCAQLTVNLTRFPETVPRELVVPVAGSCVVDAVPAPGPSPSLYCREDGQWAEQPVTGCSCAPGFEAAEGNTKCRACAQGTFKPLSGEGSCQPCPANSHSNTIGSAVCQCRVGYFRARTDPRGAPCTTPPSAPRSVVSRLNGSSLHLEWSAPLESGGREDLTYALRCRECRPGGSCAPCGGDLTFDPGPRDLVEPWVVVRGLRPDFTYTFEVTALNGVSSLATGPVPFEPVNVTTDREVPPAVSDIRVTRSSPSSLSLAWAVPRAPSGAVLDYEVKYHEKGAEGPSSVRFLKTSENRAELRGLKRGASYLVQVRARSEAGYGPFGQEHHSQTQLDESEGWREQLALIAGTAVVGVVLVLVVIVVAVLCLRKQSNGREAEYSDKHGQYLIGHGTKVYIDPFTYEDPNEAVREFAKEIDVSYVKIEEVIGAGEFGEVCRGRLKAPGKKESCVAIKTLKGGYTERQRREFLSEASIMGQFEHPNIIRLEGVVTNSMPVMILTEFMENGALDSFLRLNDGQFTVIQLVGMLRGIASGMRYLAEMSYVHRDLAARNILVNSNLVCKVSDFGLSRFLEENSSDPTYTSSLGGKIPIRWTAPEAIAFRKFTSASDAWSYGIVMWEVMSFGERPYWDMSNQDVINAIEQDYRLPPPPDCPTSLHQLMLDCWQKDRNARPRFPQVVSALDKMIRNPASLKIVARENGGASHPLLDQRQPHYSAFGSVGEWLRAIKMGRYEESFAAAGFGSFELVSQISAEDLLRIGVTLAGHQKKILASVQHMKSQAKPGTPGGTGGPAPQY
# FAK inh = FAK kinase inhibitors, primary screen, biochemical; Focal adhesion kinase 1 (Homo sapiens), Q05397; biochemical FAK kinase activity assay; inhibition, %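 (tested at 7 µM)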; actives 0.84% (n = 97,000); AID 727, 2007; in the data active means inhibition above about 19%;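 further: 0% = DMSO and 100% = reference compound high control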
# Numbers without * were called inactive; x = not tested or not shown; [ ] = dose if it differs, or a comment.
SMILES,Pyk2 oligo antag,PLK1 kinase inh,LYP act,LYP inh 2,PLK1 PBD inh,HIV Rev-RRE inh,F-actin modifier,EphB4 antag,FAK inh
c1ccc(-n2c(SCC3CCCCO3)nnc2-c2cccs2)cc1 (stereo not given),-2.1,-3,-1,0,-29,1,15,-3,-1
O=C(Cc1cccs1)Nc1cccc(-c2nc3ccccc3o2)c1,-1.8,-15,4,-1,-14,0,16,0,-4
COc1ccc2[nH]c(=O)c(CN(C(C)=O)c3cccc(C)c3)cc2c1,0.34,-12,-6,4,5,4,-12,2,-2
CCOC(=O)c1c(NC(=O)C2CCCO2)sc(C(=O)OC(C)(C)C)c1C (stereo not given),-0.36,-25,-3,6,-9,-4,-17,-5,-2
Cc1noc(C)c1COC(=O)c1cccc(S(=O)(=O)N2c3ccccc3CC2C)c1 (stereo not given),-2.8,-10,2,-2,-3,15,-18,4,0
CCOc1ccc2nc(NS(=O)(=O)c3ccc4c(c3)n(C)c(=O)n4C)sc2c1,0.91,-13,-1,-7,-17,5,-11,6,1
Cc1c(Cl)cccc1NC(=S)NNc1ncc(C(F)(F)F)cc1Cl,-1.1,-6,-5,6,23,1,-10,8,4
C/C(=N\NC(=O)c1cccc(Br)c1)c1ccc(Br)cc1,0.15,-3,14,-10,-12,-3,-21,-7,-6
CCOC(=O)CSc1ncnc2c1nnn2-c1ccc(F)cc1,1,-8,15,-14,12,0,16,4,6
Cc1nc2c(C(=O)N3CCN(c4ccccn4)CC3)cnn2c(C)c1Cc1cccc(Cl)c1,-0.23,2,-2,1,6,1,-30,-1,-7
Cc1cc(C)n(-c2nc(C)nc(N)n2)n1,-0.07,1,12,-18,0,6,11,-1,5
COc1cc(/C=N/Nc2snc(SC)c2C#N)ccc1O,-2.2,-1,-2,0,-26,2,5,8,5
Cc1noc(NS(=O)(=O)c2ccc(NC(=O)CCC3CCCCC3)cc2)c1C,-0.81,-16,6,-12,8,-6,-29,-8,-1
CCOC(=O)c1c(C)[nH]c(C(=O)OC)c1CCC(=O)OC,0,-3,2,-3,-29,-6,-5,-7,-3
CSc1ccccc1NC(=O)c1cc(-c2cccs2)on1,0.48,-5,-11,10,1,4,x,-2,5
CCn1cnc2sc(C(=O)O)c(C)c2c1=O,0.83,-11,12,-12,9,7,11,3,-4
N#CCCNCC1(c2ccccc2)CCCC1,0.6,-14,8,-8,4,1,6,1,-2
c1ccc(CNc2ncnc3c2cnn3Cc2ccccc2)cc1,-1.3,-8,-5,-1,-13,7,-30,6,-1
O=C(NCc1ccc2c(c1)OCO2)c1nn2cccnc2c1Cl,1.4,-9,5,-6,-8,5,3,-1,0
Cc1cc2ccccc2c(=O)n1CC(=O)NCc1ccco1,-0.22,-11,18,-17,8,9,-32,-2,0

# Random excerpt: 4 entries already listed
SMILES,Pyk2 oligo antag,PLK1 kinase inh,LYP act,LYP inh 2,PLK1 PBD inh,HIV Rev-RRE inh,F-actin modifier,EphB4 antag,FAK inh
c1ccc(CNc2ncnc3c2cnn3Cc2ccccc2)cc1,-1.3,-8,-5,-1,-13,7,-30,6,-1
CCn1cnc2sc(C(=O)O)c(C)c2c1=O,0.83,-11,12,-12,9,7,11,3,-4
N#CCCNCC1(c2ccccc2)CCCC1,0.6,-14,8,-8,4,1,6,1,-2
CCOC(=O)CSc1ncnc2c1nnn2-c1ccc(F)cc1,1,-8,15,-14,12,0,16,4,6

# (next part)
SMILES,Pyk2 oligo antag,PLK1 kinase inh,LYP act,LYP inh 2,PLK1 PBD inh,HIV Rev-RRE inh,F-actin modifier,EphB4 antag,FAK inh
CCCCNC(=O)C1COc2ccccc2O1 (stereo not given),-0.24,-11,3,-2,-10,2,-14,2,1
CCCc1ccccc1OCCNC(C)=O,0.45,-11,4,-8,13,3,12,3,-1
CCOC(=O)C1CCN(C(=O)CN(c2ccc3c(c2)OCO3)S(C)(=O)=O)CC1,-0.04,-16,-1,-3,1,-1,-3,0,1
O=C(NCCc1ccncc1)Nc1cccc(Cl)c1,0.19,17,-11,8,-4,6,18,-3,1
CC1(C)CC(=O)C(C2=NC(C)(C)Cc3ccccc32)=C(O)C1,0.15,-8,-6,4,-11,2,0,12,-1
CCNC(=O)NC1(C(=O)Nc2ccc3c(c2)CCC3)CCCCC1,0.71,-11,0,1,9,7,-2,-1,5
Fc1ccccc1CSc1nc2ncccc2[nH]1,-0.5,3,-6,2,16,6,7,-4,0
Cc1cc(C)c(C#N)c(SCC(O)CS(=O)(=O)Cc2ccccc2)n1 (stereo not given),-1.2,-3,9,-15,17,1,18,-4,-1
Cc1noc(C)c1CSc1nnc(-c2ccccc2)n1Cc1ccco1,2.4,-5,-10,10,-6,6,-34,3,-1
COc1ccc(O)c(-c2c(-c3ccc(Cl)cc3)n[nH]c2C)c1,-0.95,4,1,-2,0,6,3,-2,3
COc1ccc(CCNS(=O)(=O)c2cccc(C)c2)cc1OC,-0.22,-1,-3,2,-9,7,-6,2,-1
CC(Sc1nnc(C2CCCCC2)n1N)C(=O)NCc1ccc2c(c1)OCO2 (stereo not given),0.51,-14,-6,4,-22,7,-15,1,-1
CC12CC(NC(=O)N1c1cccc(C(=O)NCc3ccccc3)c1)c1ccccc1O2 (stereo not given),x,-12,8,-4,-13,6,-14,-5,-4
O=C(NCc1ccco1)c1ccc2c(=O)n(CC3CCCO3)c(=S)[nH]c2c1 (stereo not given),-0.41,-19,-18,15,-16,3,1,8,1
Cc1c(Cl)c([N+](=O)[O-])nn1Cc1ccc(C(=O)N/N=C\c2cc(Cl)ccc2O)o1,-0.99,-11,-17,20,8,-1,5,13,1
O=C(CCCC(=O)N(CC(=O)NC1CCCCC1)Cc1ccccc1)Nc1ccccn1,1.1,-8,-1,0,4,6,-15,0,-2
Cc1ccc(-n2c(=O)[nH]c3c(C(N)=O)nc(CC(C)C)nc32)cc1,-1.1,-12,22,-21,-10,14,3,-3,4
O=C(c1cccc(F)c1)N1CCN(C(=O)c2nn3cccnc3c2Cl)CC1,0.5,-11,-1,0,24,6,x,5,-3
Nc1ccc(C(=O)Nc2nc3ccccc3s2)cc1,x,-9,1,-3,3,-1,-16,-1,8
COc1ccc(NC(=O)CSc2nc(N3CCCCC3)nc(N3CCCCC3)n2)cc1,0.62,-5,-8,11,1,6,0,7,-4
Cc1cc(C)cc(N(CC(=O)N2CCn3c2nc2ccccc23)S(=O)(=O)c2c(C)noc2C)c1,x,-10,-10,6,-36,7,-6,2,-1
CC1CC(C)CN(S(=O)(=O)c2ccc3c(c2)oc(=O)n3CC(=O)N2CCOCC2)C1 (stereo not given),x,-9,12,-15,-3,6,-10,4,-2
COC(=O)/C(=C(/F)Sc1cc(C)c(O)c(C)c1)C(F)(F)F,0.18,0,3,-2,25,30,-6,-9,-1
Cc1oc(-c2ccc(Cl)cc2)nc1CS(=O)CC(=O)NCCCN(C)C1CCCCC1 (stereo not given),0.52,4,-3,7,4,4,-31,-1,-2
CCOC(=O)Cn1c(=O)n(Cc2ccco2)c(=O)c2ccc(C(=O)NCCc3ccccc3)cc21,0.45,-4,-10,10,-18,-1,-18,-2,2
COC(=O)c1cc(C#N)c(SCc2ccccc2)nc1C,-1,-6,-6,8,-19,22,5,-4,1
Cc1ccc(S(=O)(=O)NNC(=S)Nc2ccccc2)cc1,-0.41,-11,2,-1,3,8,-19,3,-1
CC1(C)CC(=O)C2=C(C1)Oc1ncn(CCCO)c(=N)c1C2c1ccccc1 (stereo not given),-0.06,-10,-4,4,-3,6,-6,3,0
CN(C)S(=O)(=O)c1ccc(C(=O)N(c2ccccn2)c2ccccn2)cc1,-0.48,-14,2,-2,-9,6,10,-2,3
Cc1cc(C)nc(NS(=O)(=O)c2ccc(N/C=C3\CCCC3=O)cc2)n1,-0.06,-6,-4,3,-51,4,-10,7,-3
O=C1CC(c2ccc(F)cc2)CC(O)=C1C1NCCc2ccccc21 (stereo not given),-0.29,-1,-2,8,3,5,3,-7,0
C=C(C)CSc1nnc2n(N)c(=O)c3ccccc3n12,1.1,8,1,2,3,10,8,3,-4
COc1cccc(C(=O)CN2CCC(NC(=O)NC3CCCCC3)CC2)c1,1.2,0,-1,-1,-14,6,9,4,0
COc1ccccc1-c1nnc(SCC(=O)Nc2c(Cl)cccc2Cl)o1,-0.03,7,-6,3,-9,4,4,-1,-3
CCOC(=S)N/C(=N\S(=O)(=O)c1ccccc1)c1ccccc1,-0.23,-3,-4,6,17,6,-4,-5,-6
O=C(CSc1nc2ccccc2c(=O)n1-c1cccc(C(F)(F)F)c1)NC1CC1,-0.22,-1,7,-5,-31,4,-3,-5,1
N#C/C(=C/c1ccc(N2CCCCCC2)o1)c1ccc(Cl)cc1,-0.27,-32,-7,10,-194,97*[fluorescence artefact?],19,-2,-1
CCN1CCCC1CNC(=O)Cn1cccc1C(=O)c1ccccc1C (stereo not given),1.4,-7,-3,3,8,1,4,-5,5
COc1ccc(-n2c(=S)[nH]c3ccccc32)cc1,-1.4,1,-5,8,3,2,16,5,0
COC(=O)Nc1nnc(-c2ccncc2)s1,0.09,0,-13,12,17,8,-1,-3,-1
O=C(COc1ccc(Cl)cc1Cl)Nc1nc2n(n1)C(c1ccccc1)CC(=O)N2 (stereo not given),-0.72,-3,-6,6,7,11,10,-5,4
COc1ccc(F)c(C2C(C#N)=C(N)Oc3n[nH]c(C(C)(C)C)c32)c1 (stereo not given),-1.7,-14,6,-7,2,2,6,-8,-4
O=C(OCC#CCSc1nnc(-c2ccc([N+](=O)[O-])cc2)o1)c1cccs1,0.71,4,7,-7,-12,11,x,3,0
CC(C)c1ccc(-c2nc(N3CCCCCC3)nc3n[nH]c(N)c23)cc1,-4.3*,5,-4,5,15,20,x,2,2
COCCn1c(SCC(=O)c2ccc3c(c2)OCCO3)nnc1C(C)C,0.56,-8,-2,-3,3,3,-2,-6,0
O=C(CC1Oc2ccccc2NC1=O)NC1CCCC1 (stereo not given),x,69*,x,x,-11,7,x,4,-4
Cc1ccc(CSc2nnc(-c3ccc4c(c3)OCO4)o2)cc1,-0.95,-2,-1,-2,2,11,-9,-7,1
CC(=O)Nc1ccc(S(=O)(=O)NCc2csc(-c3cccnc3)n2)cc1,0.34,-14,2,-9,14,0,-6,1,-1
CCOC(=O)N1CCC(NC(=O)c2cc3c(=O)n(C)c4ccccc4c3n2C)CC1,x,-8,-11,10,4,6,6,-3,4
CCCNC(=O)c1n[nH]c(=O)c2ccccc12,0,-3,3,-2,32,9,6,7,1
NC(=O)NC(=O)CSc1nc(-c2ccccc2)c(-c2ccccc2)n1CC1CCCO1 (stereo not given),0.06,-10,0,-3,-6,13,0,-1,3
CC(=O)COc1ccc2c3c(c(=O)oc2c1)CCCC3,1.7,-3,8,-8,-16,-1,-37,5,-9
CCCS(=O)(=O)N1CCCC(C(=O)N2CCC(Cc3ccccc3)CC2)C1 (stereo not given),-0.08,-8,11,-10,-11,0,4,-4,2
O=C(COC(=O)c1ccco1)Nc1ccc(Br)cc1,0.88,-10,0,-2,23,3,4,-2,0
c1cn2cc(CN3CCOCC3)nc2s1,0.52,-4,-2,2,-9,10,6,-5,0
